High-throughput results deposited in PubChem BioAssay by National Center for Advancing Translational Sciences (NCATS).
TRHR PAM: TRH receptor (human) allosteric enhancement; TRHR cells, fluo-8 calcium fluorescence, EC20 TRH enhancement; 360,000 compounds, 0.66% hits; P34981; enhancement, % at 2 µM; in the data active = enhancement above about 30%; note: 0% is about no effect
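TRHR-expressing cells loaded with fluo-8 calcium dye were read kinetically (ex 480/em 530) during compound addition, then stimulated with an EC20 of TRH (10 nM final). Enhancement of the Gq-mediated intracellular calcium response was scored.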
IDH1 R132H inh: inhibitors of human mutant IDH1 R132H. IDH1-R132H enzyme, NADPH consumption, diaphorase/resazurin fluorescence. Potency, µM (top dose mostly 76.6 µM), for the others: at the top dose activity change, negative = inhibition, most hits filed as inhibitors. 390,000 compounds, 0.093% hits. AID 602179; note: potency is the fitted concentration of half-maximal effect; % is set by controls: 0 for no effect and ±100 for the full control effect; nearly all actives have a fitted effect of over 65% in size
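IDH1-R132H (0.5 ug/mL) preincubated 30 min with compound, then NADPH (0.016 mM) and alpha-KG (2 mM) added; 80 min at RT, pH 7.5. Remaining NADPH coupled via diaphorase/resazurin to fluorescence (540/590 nm); concentration-response curves normalized to no-enzyme control.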
PI4K2A block: PI4K2A (human) kinase inhibition; 420,000 compounds, 0.13% hits; activity change, negative = inhibition, % at 76.9 µM; Q9BTU6; AID 1346378; purified PI4K2A, ADP-Glo luminescence, 1 h; stronger effect = lower value; in the data active = activity change below about -50%; inconclusive = mostly about -30% to -49%;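 note: -100% = wells without enzyme as full effect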
Target sequence (Q9BTU6 whole entry, looked up): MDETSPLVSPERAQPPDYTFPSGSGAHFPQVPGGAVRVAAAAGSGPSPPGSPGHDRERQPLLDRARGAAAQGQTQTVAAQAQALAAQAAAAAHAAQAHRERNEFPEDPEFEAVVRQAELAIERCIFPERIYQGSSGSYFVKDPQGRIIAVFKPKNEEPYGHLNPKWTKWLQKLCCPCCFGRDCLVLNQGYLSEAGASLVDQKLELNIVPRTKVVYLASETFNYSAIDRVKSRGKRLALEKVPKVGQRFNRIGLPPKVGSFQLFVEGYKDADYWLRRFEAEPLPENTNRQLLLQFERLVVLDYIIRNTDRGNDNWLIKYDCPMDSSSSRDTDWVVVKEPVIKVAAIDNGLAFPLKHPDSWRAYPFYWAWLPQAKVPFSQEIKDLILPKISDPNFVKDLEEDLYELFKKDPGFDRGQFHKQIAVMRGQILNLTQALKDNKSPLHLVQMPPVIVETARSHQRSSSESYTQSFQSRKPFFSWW
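In this quantitative HTS, ADP production by PI4K2A was quantified luminescently after 1 h at ambient temperature; 100 microM adenosine served as plate-quality control.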
TrxR1 inh: rat TrxR1 inhibition | O89049 | Potency, µM (top dose mostly 114 µM), for inactives: top-dose activity change, negative = inhibition, hits mostly inhibitors | 390,000 compounds, 1% hits | recombinant rTrxR1, NADPH fluorescence consumption, selenite substrate | AID 588453; note: potency is the fitted concentration of half-maximal effect; % is set by controls: 0 for no effect and ±100 for the full control effect; nearly all actives have a fitted effect of over 65% in size
Target sequence (O89049 whole entry, looked up): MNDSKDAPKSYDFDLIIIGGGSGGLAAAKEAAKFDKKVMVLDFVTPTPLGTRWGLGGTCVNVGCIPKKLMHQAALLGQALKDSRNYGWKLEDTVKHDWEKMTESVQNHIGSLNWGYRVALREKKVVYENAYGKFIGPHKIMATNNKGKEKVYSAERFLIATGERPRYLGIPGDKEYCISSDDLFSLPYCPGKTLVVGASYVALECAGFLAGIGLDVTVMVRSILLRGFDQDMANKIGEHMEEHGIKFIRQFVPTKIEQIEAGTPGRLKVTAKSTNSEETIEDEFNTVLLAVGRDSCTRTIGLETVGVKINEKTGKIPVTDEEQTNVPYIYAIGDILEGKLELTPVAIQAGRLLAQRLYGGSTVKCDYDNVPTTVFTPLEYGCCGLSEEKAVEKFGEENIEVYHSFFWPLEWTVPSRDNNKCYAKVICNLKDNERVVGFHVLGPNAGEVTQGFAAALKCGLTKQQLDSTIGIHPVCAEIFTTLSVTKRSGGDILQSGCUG
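Rat TrxR1 (90 nM in the dispensed reagent) was pre-reduced with 400 uM NADPH for 5 min at room temperature, then incubated with compound for 15 min. After 400 uM selenite was added, NADPH fluorescence (Ex 340/Em 450 nm) was followed for 8 min.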
D2 agonist: D2 dopamine receptor (human) agonism; 340,000 compounds, 0.53% hits; HEK293 T-REx D2 cells, calcium flux agonist mode; activation, % at 2 µM;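 active = activation over 3 SD above normal in the single-dose calcium agonist read, cut at about 30% in these data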; note: 0% is about no effect
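Tetracycline-induced HEK293 T-REx cells with force-coupled D2 receptor, plated overnight at 30 C, loaded with no-wash calcium dye. After a 10 s baseline, compound was pin-added and calcium flux read kinetically for 180 s; calcium rises flagged agonists.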
USP1-UAF1 inh: inhibitors of human USP1/UAF1 deubiquitinase; recombinant USP1/UAF1, Ub-Rhodamine cleavage fluorescence; Potency, µM (highest dose often 57.1 µM), inactives show top-dose activity change, negative = inhibition, hits mostly inhibitors; 390,000 compounds, 0.23% hits; AID 743255; note: potency is the fitted concentration of half-maximal effect; % is set by controls: 0 for no effect and ±100 for the full control effect; nearly all actives have a fitted effect of over 60% in size; inactives centre near -12
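USP1/UAF1 complex at 1 nM was preincubated with compound for 15 min at room temperature, then Ub-Rho substrate (150nM final) was added. Fluorescence (480/540 nm) was read kinetically, 6 reads every 60 seconds.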
TRHR ag: TRH receptor (human) agonism. TRHR cells, calcium flux fluo-8, FDSS agonist mode. activation, % at 2 µM. 360,000 compounds, 0.18% hits; in the data active = activation above about 30%; note: 0% is about no effect
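Fluo-8-loaded TRHR cells; 10 s baseline, compound added, kinetic Ca2+ fluorescence read 1/s, agonist mode.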
D2 antagonist: antagonizes the human D2 dopamine receptor | P14416 | HEK293 TREx D2 cells, calcium flux, dopamine EC80 | inhibition, % at 10 µM | 340,000 compounds, 2% hits | AID 485344; in the data active = inhibition above about 30%; note: 0% is about no effect
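Antagonism is scored as inhibition of an EC80 dopamine-evoked calcium signal in a force-coupled, tetracycline-inducible HEK293 T-REx D2 line, with compound present 180 s before agonist.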
TrxR1 substrate: rat thioredoxin reductase 1 substrate activity; O89049; purified TrxR1 substrate turnover, NADPH consumption readout; Potency, µM (doses to about 114 µM), for inactives: at the highest dose activity change, negative = substrate turnover; 390,000 compounds, 0.01% hits; AID 588456; note: potency is the fitted concentration of half-maximal effect; % is set by controls: 0 for no effect and ±100 for the full control effect; nearly all actives have a fitted effect of over 50% in size
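Rat TrxR1, dispensed at 90 nM, was prereduced with 400 uM NADPH (final) for 5 min at ~22 deg C, then incubated with compound 15 min before 400 uM selenite. A first-read NADPH fluorescence drop versus no-compound background flagged substrates.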
* hit, by the source's call; ? = inconclusive; / = not tested or not shown; [ ] = dose if it differs, or a comment. Unless noted, calls come from the whole dose curve; as a rule, active = well fitted inhibition curve with a large enough effect; inconclusive = small, poorly fitted or top-dose-only effect; inactive = no such curve, though single readings can be large or run the other way.

Sample of the layout:
SMILES	TRHR PAM	IDH1 R132H inh	PI4K2A block	TrxR1 inh	D2 agonist	USP1-UAF1 inh	TRHR ag	D2 antagonist	TrxR1 substrate
CCOc1ccc(-c2n[nH]c(=S)n2/N=C/c2cc3c(cc2[N+](=O)[O-])OCO3)cc1	-2	0%	-2	11%	0.8	-12%	-0.5	-5	12%
OCCCNc1nc(-c2ccccc2)c2cc(Br)ccc2n1	4	6%	5	-8%[57.1 µM]	-0.2	-5%	1.3	2	1%[57.1 µM]
O=C(Nc1ccccc1F)C1CCN(C(=O)NC2CCCCC2)CC1	-1	2%	3	4%	0.1	-4%	-0.2	-9	-3%
COc1cccc(OC)c1C(=O)Nc1cc2c(cc1N1CCOCC1)n(C)c(=O)n2C	8	2%	-18	17%	0.1	-23%	0.3	2	5%
CCO/N=C(\C)c1c(O)cc(C(C)C)n(-c2ccccc2)c1=O	3	0%	5	24%	-0.2	-1%	0.1	3	13%

Main list, from the first entry:
SMILES	TRHR PAM	IDH1 R132H inh	PI4K2A block	TrxR1 inh	D2 agonist	USP1-UAF1 inh	TRHR ag	D2 antagonist	TrxR1 substrate
CCOc1ccc(-c2n[nH]c(=S)n2/N=C/c2cc3c(cc2[N+](=O)[O-])OCO3)cc1	-2	0%	-2	11%	0.8	-12%	-0.5	-5	12%
OCCCNc1nc(-c2ccccc2)c2cc(Br)ccc2n1	4	6%	5	-8%[57.1 µM]	-0.2	-5%	1.3	2	1%[57.1 µM]
O=C(Nc1ccccc1F)C1CCN(C(=O)NC2CCCCC2)CC1	-1	2%	3	4%	0.1	-4%	-0.2	-9	-3%
COc1cccc(OC)c1C(=O)Nc1cc2c(cc1N1CCOCC1)n(C)c(=O)n2C	8	2%	-18	17%	0.1	-23%	0.3	2	5%
CCO/N=C(\C)c1c(O)cc(C(C)C)n(-c2ccccc2)c1=O	3	0%	5	24%	-0.2	-1%	0.1	3	13%
COc1ccc(CCNC(=O)[C@@H](NC(N)=O)C(C)C)cc1	2	-8%	3	4%	10	-12%	0.4	50*	-7%
CCC(C)n1c(NC(=O)c2ccccc2)c(C#N)c2nc3ccccc3nc21 (configuration not stated)	-4	3%	-56*	-16%[57.1 µM]	-0.1	?	2.1	-6	5%[57.1 µM]
O=C(CSc1nc2ccsc2c(=O)n1Cc1ccc(C(=O)O)cc1)NCc1ccco1	4	-1%	12	4%[57.1 µM]	-1.0	-3%	0.4	13	7%[57.1 µM]
O=C(CNC(=O)c1ccc(OC(F)F)cc1)NCC1(N2CCOCC2)CCCCC1	3	0%	-4	32%	0.4	-22%	-0.3	-28	10%
COC(=O)C1CCCN1S(=O)(=O)c1ccccc1NC(=O)c1cc(OC)c(OC)c(OC)c1 (configuration not stated)	-3	-16%	1	11%	0.5	-19%	0.0	3	-4%
O=C(Nc1ccccc1F)c1ccc2c(Cl)c3c(nc2c1)CCC3	-7	0%	?	0%	-0.4	-12%	-0.2	/	-11%
CNCc1cc2ccc(C)cc2[nH]c1=O	10	6%	8	25µM*	-1.3	-5%	1.0	0	8%
O=C(NN=C1CCCCCCC1)c1ccccn1	-6	1%	-6	14%	0.6	-16%	0.3	8	2%
COCC(=O)Oc1c(Sc2ccc(C)cc2)c(C)nn1C(C)(C)C	0	?	-1	-23%	1.2	-16%	-0.3	/	-9%
CCOc1ccccc1NC(=O)c1ccc2c(c1)CCCN2S(C)(=O)=O	-2	-14%	1	14%	-0.9	-31%	-1.8	/	-5%
CC(C)(C)c1ccc(/C=C/C(=O)N2CCc3ccccc3C2)cc1	-12	2%	-3	-5%	0.8	-16%	1.5	21	5%[57.1 µM]
CC(C)c1cnc2c(c1SCC(=O)c1ccc(Cl)cc1)c(=O)n(C)c(=O)n2C	-2	0%	-7	5%[57.1 µM]	0.4	-14%	-0.4	/	-6%[57.1 µM]
CCN(C(=O)COC(=O)/C=C/c1cccc([N+](=O)[O-])c1)c1ccccc1	3	-1%	-2	9%[57.1 µM]	-0.3	5%	-0.4	0	4%[57.1 µM]
Cc1ccc(C(=O)Nc2cccc(C(F)(F)F)c2)cc1Nc1ncnc2nc[nH]c12	-1	2%	2	/	/	-12%	-1.1	/	/
Cc1cccc(NC(=O)CSc2ccc(-c3ccc4c(c3)OCO4)nn2)c1C	-7	5%	1	-13%	-1.0	-17%	-1.2	17	-9%
O=C(N/C(=C/c1cccc([N+](=O)[O-])c1)C(=O)N1CCOCC1)c1ccc(Br)cc1	-4	-5%	0	-18%	-0.4	-2%	-0.3	8	-17%
CCN(CC)CCCN1C=C2C(=O)C(C)(OC(=O)C3CCCC3)C(=O)C=C2C=C1c1ccsc1 (configuration not stated)	5	1%	-7	1%[57.1 µM]	/	?	0.4	/	2%[57.1 µM]
CCOC(=O)N1CCN(c2ccccc2O)CC1	0	5%	4	-10%	-0.5	-8%	-0.6	-1	-3%
CC(C)(C)c1ccc(S(=O)(=O)N2CCN(Cc3noc(CCC(=O)N4CCCCC4)n3)CC2)cc1	2	-13%	-6	-1%	0.2	7%	0.6	/	-7%
COc1ccccc1-c1nnc(SCC(=O)N2CCCCC2)o1	12	-3%	0	3%	/	-1%	0.7	/	1%
Cc1ccc(C(=O)Nc2ccc(C(=O)OCc3cc(=O)n4nc(C5CC5)sc4n3)cc2)cc1	13	0%	2	21%[57.1 µM]	8.9	-12%	0.2	/	11%[57.1 µM]
COC(=O)c1cc2oc(C)cc2n1Cc1ccc(C)cc1	2	18%	-5	5%[57.1 µM]	0.7	-25%	-0.5	/	-6%[57.1 µM]
CCN1CCCC1CNC(=O)C(=O)NCCc1ccc(OC)c(OC)c1 (configuration not stated)	-1	4%	1	7%[57.1 µM]	-0.1	-10%	0.5	-2	3%[57.1 µM]
COc1cc(OC)c(OC)cc1CNCC1COc2ccccc2O1 (configuration not stated)	/	-2%	-2	8%	/	-6%	/	/	0%
COc1ccc(NC(=O)Cc2coc3cc(C)ccc23)cc1S(=O)(=O)N1CCOCC1	-2	7%	3	-9%	/	-4%	0.5	/	-12%
CC(=O)c1[nH]c(C)c(C(=O)N2CCCC(Nc3ccc(C(C)C)cc3)C2)c1C (configuration not stated)	-4	-7%	-8	1%	-0.3	0%	0.0	-8	-5%
CCOC(=O)N1CCN(C(=O)c2cnn(-c3ccccc3)c2NC(=O)c2ccccc2F)CC1	6	-2%	1	-11%	-0.3	15%	-0.4	-1	2%
CCOC(=O)Nc1nc(-c2ccccc2)c(C(=O)c2ccccc2)s1	22	7%	8	0%	-0.4	-13%	-0.5	1	-4%
CC(C)(C)OC(=O)C(C)(C)O/N=C(\C(=O)O)c1csc(N)n1	-16	-5%	2	?	0.7	-22%	-0.4	13	?
C1=C(c2ccco2)N2CCN=C2S1	1	12%	-2	8%[57.1 µM]	-1.6	-4%	0.3	-16	9%[57.1 µM]
C=CCNC(=O)CCCCC(=O)NCC=C	1	0%	1	15%	-0.6	-17%	-0.3	0	6%[57.1 µM]
CCOC(=O)/C(C#N)=C/c1ccc(OCC(=O)Nc2cc(C)ccc2C)c(OC)c1	-5	-5%	5	12%[57.1 µM]	0.6	-13%	-0.8	-6	7%[57.1 µM]
N#C/C(=C1/C(=O)Nc2ccc(Br)cc21)c1ccccn1	-6	3%	-1	-14%	0.7	-9%	0.2	-6	-11%
COc1ccc(OC)c(C(=O)COC(=O)c2c(OC)cccc2OC)c1	-5	-6%	6	-4%[57.1 µM]	2.7	-7%	-0.9	-7	-5%[57.1 µM]
Cc1cc(C)c(NC(=O)CSCc2nc3sc(C)c(C)c3c(=O)[nH]2)c(Cl)c1	4	-13%	-2	-3%	0.7	-8%	1.3	-23	-1%
Cc1ccc(S(=O)(=O)NNC(=S)Nc2ccc(Cl)cc2)cc1	-6	0%	1	-12%[57.1 µM]	0.3	-9%	0.1	-9	3%[57.1 µM]
Cc1ccc(NC(=O)c2sc3ncn(CC(=O)N4CCOCC4)c(=O)c3c2C)c(Br)c1	1	-6%	-3	13%	-0.9	-21%	-0.1	3	5%
COc1ccc(CCNC(=O)c2ccc(Cl)c(S(=O)(=O)N(C)c3ccccc3)c2)cc1	-3	5%	-11	24%[57.1 µM]	-1.4	-21%	-0.2	-7	12%[57.1 µM]
CN(C)CCNc1cc(-c2ccncc2)nc2ccccc12	-1	7%	-3	-5%	0.7	-19%	1.0	-3	6%
O=C1CC(c2ccccc2)c2ccc(O)cc2O1 (configuration not stated)	-5	6%	0	19%[57.1 µM]	0.5	-12%	0.0	7	-8%
O=C(COc1ccccc1)Nc1nc2c(s1)CCCC2	-1	-5%	1	6%	0.1	?	0.2	-7	-7%
COc1ccc(S(=O)(=O)/C(C#N)=C/Nc2cccc(OC)c2)cc1	3	0%	2	6%	-0.5	-21%	-0.5	-12	-2%
Cc1cc(=O)oc2cc(NC(=O)C(C)Oc3ccc(F)cc3)ccc12 (configuration not stated)	-6	7%	5	18%	-0.5	-22%	-0.3	35*	71%[activator]
Cc1[nH]c2ccc(F)cc2c1CCN(Cc1cccnc1)C(=S)Nc1ccc(F)cc1	-1	4%	2	12%	1.0	-20%	-0.4	3	-7%
Cc1ccccc1CSCC(=O)Nc1ccccc1Br	-6	15%	-1	19%	-1.7	-15%	-0.7	-4	3%
CCN1CCN(c2ccc(S(=O)(=O)N3CCCCC3)cc2N)CC1	0	17%	-2	5%	/	-9%	-2.8	/	5%
COC(=O)CNc1nc(Cl)nc(Nc2ccc(C)cc2)n1	5	-5%	0	16%[57.1 µM]	0.8	-14%	0.2	-2	9%[57.1 µM]
